miR122 inh – miR-122 Renilla sensor signal increase in Huh7, primary screen, miR-122 inhibitor project, cell-based, single point, plate reader; Huh7 miR-122 Renilla luciferase sensor, 48 h; neutral wells = 0, positive control = 100; activation (reporter increase), % at 12.5 µM; hit rate 0.3% among 340,000;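 active = mean replicate activation score at least 90 and every replicate individually at or above 90; inconclusive = only one of the two criteria met; inactive = neither criterion met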;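 note: higher luciferase means less miR-122 activity so hits act as miR-122 inhibitors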
esBAF inh – Bmi1 luciferase reporter increase in mESCs, primary screen, esBAF inhibitor project, mouse ES cells, Bmi1 luciferase knock-in, single point; reporter increase, % at 12.5 µM; 24 h; 100% = twice the neutral-well signal; hit rate 2% among 350,000; AID 602393, 2012; in the data active = activation above about 40%; inconclusive = no clear call, values can overlap the other calls;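 note: 0% = median of the plate's neutral control wells and 100% = double that signal; a rise in the Bmi1 reporter signal indicates esBAF inhibition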
SIRT5 inh – SIRT5 desuccinylase inhibitors, primary screen, biochemical, fluorescence imaging, single point, set 5 | NAD-dependent protein deacylase sirtuin-5, mitochondrial (Homo sapiens), Q9NXA8 | Purified SirT5, succinyl-peptide AMC, trypsin-coupled fluorescence | inhibition, % at 15 µM | hit rate 1.1% among 330,000 | AID 652115, 2013; in the data active = inhibition above about 15%; inconclusive = no clear call, values can overlap the other calls
Target sequence (Q9NXA8 whole entry, looked up): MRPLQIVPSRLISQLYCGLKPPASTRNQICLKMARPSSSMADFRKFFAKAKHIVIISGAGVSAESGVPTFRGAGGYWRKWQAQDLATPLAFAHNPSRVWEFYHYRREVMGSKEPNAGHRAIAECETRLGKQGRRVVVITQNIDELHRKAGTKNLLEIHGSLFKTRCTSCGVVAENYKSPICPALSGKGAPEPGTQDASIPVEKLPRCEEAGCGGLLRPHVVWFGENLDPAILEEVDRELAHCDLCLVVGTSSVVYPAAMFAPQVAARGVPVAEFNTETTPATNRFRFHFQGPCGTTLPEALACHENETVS
Cneo AK release – Cryptococcus neoformans cell lysis inducers, primary screen, AK release luminescence, single concentration; hit rate 0.2% among 360,000; C. neoformans lysis, adenylate kinase release luminescence, 4 h; normalised: neutral wells 0, clomiphene wells 100; lysis activity, % at 15 µM;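 active = mean lysis activity across replicates of at least 80%, whatever share of replicates individually reach that level; inactive = mean lysis activity below 80%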
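Assay system: Cryptococcus neoformans yeast cells / Dosing: single-point compound dose / Timing: 4 h at 37 °C static, read 1 h later / Measured by: luminescence of released adenylate kinase using an AK detection reagent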
ERp5 inh – inhibitors of ERp5-driven insulin aggregation, primary screen, biochemical, turbidity, absorbance 650 nm, single point. Protein disulfide-isomerase A6 (Homo sapiens), Q15084. 90 min. inhibition, % at 9.99 µM. hit rate 0.05% among 350,000;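 active = mean replicate inhibition above about 25%, with every replicate also reaching it, limit read from the data, passing the limit was not always enough; inconclusive = only one of those two criteria met; inactive = neither criterion met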
Target sequence (Q15084 whole entry, looked up): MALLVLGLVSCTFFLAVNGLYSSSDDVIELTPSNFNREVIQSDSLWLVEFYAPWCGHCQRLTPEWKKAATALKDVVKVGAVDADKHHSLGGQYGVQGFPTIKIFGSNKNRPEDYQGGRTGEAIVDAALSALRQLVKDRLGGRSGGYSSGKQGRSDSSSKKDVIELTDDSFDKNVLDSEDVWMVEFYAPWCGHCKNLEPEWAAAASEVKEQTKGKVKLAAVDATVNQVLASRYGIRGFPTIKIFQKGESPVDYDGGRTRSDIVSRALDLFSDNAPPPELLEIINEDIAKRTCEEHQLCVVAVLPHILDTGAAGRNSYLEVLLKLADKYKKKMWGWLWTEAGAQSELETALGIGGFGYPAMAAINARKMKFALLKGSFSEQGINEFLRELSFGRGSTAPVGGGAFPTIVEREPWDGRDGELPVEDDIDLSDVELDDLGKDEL
ARNT-TACC3 inh – disruptors of ARNT/TACC3 protein interaction, primary screen, biochemical, AlphaScreen, single concentration | AlphaScreen His-ARNT PAS-B/GST-TACC3 binding, luminescence; TACC3 fragment carries E629A point mutation | inhibition, % at 9.99 µM | hit rate 0.66% among 390,000 | AID 623870, 2012;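 active = mean inhibition of replicates at least 50% and at least half of replicates each reaching 50%; inconclusive = half or more replicates reach 50% but mean below 50%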;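 note: 0% = complete ARNT plus TACC3 wells and 100% = ARNT alone without TACC3; many hits fall short of the cut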
C2C12 statin – suppressors of statin myotoxicity in C2C12 myotubes, primary screen, cell-based, single point, plate reader. hit rate 0.78% among 330,000. rescue of ATP level, % at 7.49 µM. C2C12 myotubes + simvastatin, ATP luminescence, 48 h; scaled: DMSO 0, geranylgeraniol control 100;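 active = mean ATP rescue above about 67%, or every replicate alone reaching that limit, limit read from the data, passing the limit was not always enough; inconclusive = no clear call, values can overlap the other calls; inactive = mean under the limit and some replicate under it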;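 note: myotubes were challenged with 10 µM simvastatin during compound exposure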
* hit, by the source's call; u = inconclusive; x = no result given; & = joins results of further samples; [ ] = remark or other dose.

The line under a structure holds: miR122 inh | esBAF inh | SIRT5 inh | Cneo AK release | ERp5 inh | ARNT-TACC3 inh | C2C12 statin
- C[C@H]1CN([C@@H](C)CO)C(=O)c2cccc(NS(=O)(=O)c3ccccc3)c2O[C@H]1CN(C)C(=O)Nc1ccc2c(c1)OCO2
→ -5[16.7 µM] | u | -3 | 0 | -6 | -2 | -13
- O=C(CSc1nc2ccccc2nc1N1CCCCC1)Nc1ccc(F)cc1
→ 11 | 4 | -3 | -3 | 2 | -2 | -1
- Cc1ccc(C)c(N2CCN(CCCNC(=O)Cn3cc4c(n3)CCC(C)C4)CC2)c1 (configuration not stated)
→ -6 | -23 | -3 | -2 | 5 | 9 | -5
- O=C(/C=C/c1ccc(F)cc1)NCC1(c2ccccc2)CCOCC1
→ 2 | -8 | -1 | 4 | -8 | x | 0
- Cc1[nH]c(=O)[nH]c(=O)c1S(=O)(=O)Nc1ccc(F)c([N+](=O)[O-])c1
→ -9 | -8 | -3 | 3 | 0 | -6 | 5
- Cc1ccccc1OCc1nnc2n1CC(C)S2 (configuration not stated)
→ -7 | 0 | x | -1 | 5 | x | 17
- CC(C)C[C@H](NC(=O)c1nc[nH]c1C(=O)NCc1ccc(CNC(=O)OC(C)(C)C)cc1)C(=O)OCc1ccccc1
→ -6 | 3 | -13 | 0 | 2 | x | 6
- Cn1c(-c2ccsc2)c(-c2cccs2)c2cc(Br)ccc21
→ 9 | -9 | -4 | -4 | -2 | 0 | -48
- Cc1cccc2nc(CSc3nnc(N)s3)cn12
→ x | x | 2 | x | 3 | -9 | x
- C[C@H](CO)N1C[C@H](C)[C@@H](CN(C)Cc2ccc(C(=O)Nc3ccccc3N)cc2)OCc2cnnn2CCCC1=O
→ 2[16.7 µM] | -11 | 0 | -1 | 0 | 3 | 28
- CCC1=C(OC(=O)N(CC)CC)N2C(=O)OC(=NCC(=O)OC)[C@]2(C)[C@H]2C1=CC[C@H]1C(=O)NC(=O)[C@H]12
→ -1 | -8 | 0 | 0 | -1 | 0 | -5
- O=C(C[C@H]1C=C[C@@H](NC(=O)C2CCC2)[C@H](CO)O1)NCCCN1CCOCC1
→ 1[16.7 µM] | 0 | 0 | 0 | -3 | -11 | 1
- CN(CC(=O)Nc1cccc(F)c1)C(=O)c1ccccc1-n1cnnn1
→ 1 | x | -4 | x | -6 | 3 | x
- Cc1coc2cc3oc(=O)c(CCC(=O)N4C[C@H]5C[C@@H](C4)c4cccc(=O)n4C5)c(C)c3cc12
→ 4 | 13 | -1 | 7 | 5 | 5 | 4
- COCCCN1C(=O)C(CC(=O)NCc2ccco2)CC(C(=O)N(C(C)C)C(C)C)=C1C (configuration not stated)
→ 3 | 5 | -8 | -1 | 10 | x | 6
- COc1cccc(-n2cc(CNC(=O)C3CCC(=O)N(C4CC4)C3)cn2)c1 (configuration not stated)
→ -4 | 2 | 1 | -2 | 2 | -5 | 1
- C[C@H]1CN([C@@H](C)CO)C(=O)Cc2cc(NS(=O)(=O)c3ccc(Cl)cc3)ccc2O[C@H]1CN(C)S(=O)(=O)c1ccccc1
→ 1[16.7 µM] | 4 | 0 | 2 | -4 | 0 | 21
- CCCNC(=O)c1onc(CSc2cccc(OC)c2)c1C(=O)NCCC
→ -15 | -2 | x | -3 | 0 | -4 | 11
- C[C@@H]1CN([C@H](C)CO)C(=O)c2cc(Br)cnc2O[C@@H]1CN(C)Cc1ccc(-c2ccccc2)cc1
→ 2 | -3&3 | 7&1 | 1&-10 | 6&-4 | 4 | 8&0
- COc1ccc(NC(=O)COn2nnc3ccc(Cl)cc32)cc1OC
→ x | -2 | -3 | -1 | 4 | 5 | 2
- COc1ccc2sc(-c3ccc(N(C)C)cc3)c(C#Cc3cncn3C)c2c1
→ -5 | 14 | x | 1 | -5 | -16 | -43
- Cc1ccc(CN2CCC(C(=O)Nc3ccc(Oc4cccnc4)cc3)CC2)cc1
→ x | x | -3 | 3 | -8 | 1 | x
- O=C(CCc1ccccc1)NNC(=O)Nc1ccccc1
→ -4 | x | -1 | x | -3 | -18 | x
- C[C@H](CO)N1C[C@H](C)[C@@H](CN(C)C(=O)Nc2cccc(F)c2)Oc2cc(/C=C/c3ccccc3)ccc2S1(=O)=O
→ 42[16.7 µM] | 1 | -3 | -3 | 1 | -4 | -39
- C[C@H]1CN([C@@H](C)CO)C(=O)Cc2cc(NS(=O)(=O)c3ccccc3)ccc2O[C@H]1CN(C)Cc1ccc(Oc2ccccc2)cc1
→ 4[16.7 µM] | -1 | 4 | 0 | 1 | 3 | -24
- COCCNC(=O)C[C@@H]1CC[C@H]2[C@H](COc3ccc(NC(=O)Cc4ccccc4)cc3C(=O)N2C)O1
→ u | 0 | -1 | -2 | 2 | -3 | -35
- O=C(OCCN1CCOCC1)c1ccc(Cl)cc1Cl
→ -2 | 18 | 1 | 3 | 3 | -4 | 0
- CCOc1ccc(N2CC(C(=O)Nc3ccc(N4CCOCC4)cc3)CC2=O)cc1 (configuration not stated)
→ 13 | 2 | x | -2 | x | -17 | -10
- O=C(CCN1CCN(c2ccc(F)cc2)CC1)Nc1ccc(F)cc1
→ -3 | 0 | x | 0 | x | -10 | x
- Cc1ccc(NC(=S)N2CCC(NC(=O)c3cccc(F)c3)CC2)cc1
→ -1 | 0 | -5 | 0 | -1 | -2 | 2

Other entries follow.
The line under a structure holds: miR122 inh | esBAF inh | SIRT5 inh | Cneo AK release | ERp5 inh | ARNT-TACC3 inh | C2C12 statin
- CC=Cc1ccc2n(c1=O)C[C@H]1[C@H](CO)[C@@H](C(=O)NC3CCC3)N(C(=O)C3CCC3)[C@@H]21 (mixture of isomers)
→ 4[16.7 µM] | 3 | -7 | 0 | -1 | 4 | -6
- Cc1cc(C(N)=O)nn1-c1c(Cl)cc(Cl)cc1Cl
→ x | 2 | 1 | x | 0 | -3 | -1
- COCCN1C(=O)C(O)=C(C(C)=O)C1c1ccc(F)cc1 (configuration not stated)
→ -1 | -7 | x | -3 | x | 1 | 7
- CN(C(=O)COc1cccc(Br)c1)C1CCS(=O)(=O)C1 (configuration not stated)
→ -9 | 1 | x | 3 | x | -1 | -6
- C=CCn1c(=N)c(C(=O)NCCCOC)cc2c(=O)n3cccc(C)c3nc21
→ 0 | -12 | x | 0 | x | 24 | -2
- C[C@H]1CN([C@@H](C)CO)C(=O)c2cc(C3=CCCCC3)cnc2O[C@H]1CN(C)C(=O)Cc1ccncc1
→ -7[16.7 µM] | -10 | 4 | 2 | 5 | -1 | 2
- O=C(O)c1nn(Cc2csc(-c3ccccc3)n2)c(=O)c2ccccc12
→ x | 8 | 3 | -1 | -2 | x | 0
- O=C(NC1CCCC1)[C@H]1[C@H](CO)[C@H]2Cn3c(ccc(C4=CCCCC4)c3=O)[C@@H]1N2CC1CC1
→ 5[16.7 µM] | 7 | -12 | -4 | -3 | -7 | -3
- CCn1nc(C(=O)OCC(=O)N2CCc3ccccc32)c2ccccc2c1=O
→ 1 | -6 | x | 1 | x | -6 | 2
- CC1CC(=O)c2cnc(N)nc2C1 (configuration not stated)
→ -6 | -5 | 0 | 2 | 3 | -1 | -1
- COCCNC(=O)[C@@]1(Cc2ccccc2)C=C[C@@H](C)N1C(C)=O
→ -1 | 13 | -1 | -1 | 5 | -15 | 121*
- O=C(Nc1cccc(S(=O)(=O)N2CCCCC2)c1)C1CC(=O)N(Cc2ccco2)C1 (configuration not stated)
→ x | x | -1 | x | 11 | 6 | x
- O=C(NCCOc1ccccc1Cl)C(=O)Nc1ccccc1
→ x | x | -1 | x | -1 | -12 | x
- Cc1nc2ccc(NC(=O)N3CCOCC3)cc2nc1C
→ -1 | -12 | -5 | 3 | 1 | -24 | 2
- O=C(CSc1ccc(-c2ccncc2)nn1)c1ccc(Cl)cc1
→ -7 | -4 | 2 | x | 1 | -11 | -2
- CCN(CC)CCCN(C(=O)c1ccc(OC)cc1)c1nc(-c2ccc(OC)cc2)cs1
→ -2 | -3 | -2 | 0 | 3 | 30 | -3
- C/C(=N/Nc1ccnc2cc(Cl)ccc12)c1ccc(N)cc1
→ 3 | 11 | 0 | 2 | -1 | x | -12
- Cn1nnnc1SCC(=O)N1CCN(S(=O)(=O)c2ccc(Cl)cc2)CC1
→ x | x | 2 | x | 2 | 3 | x
- c1ccc(CN(Cc2ccco2)C(c2ccncc2)c2nnnn2C2CCCC2)cc1 (configuration not stated)
→ -3 | 2 | x | -2 | x | 10 | 1
- Clc1ccc(-c2nc(-c3ccncc3)no2)c(Cl)c1
→ -4 | x | -3 | -5 | 6 | x | x
- COc1ccccc1C(=O)Nc1ccnn1C1CCN(Cc2ccc3nonc3c2)CC1
→ x | x | 1 | x | -1 | -2 | x
- CC(C)NC(=O)C1CCN(c2ccc(S(=O)(=O)N3CCOCC3)cc2Cl)CC1
→ -3 | x | -5 | 0 | 4 | -8 | x
- CC(C)CC(NC(=O)CCl)c1ccccc1 (configuration not stated)
→ -18 | 3 | x | 1 | x | -3 | 10
- CC1CN(c2c3c(nc4ncnn24)CCCC3)CC(C)O1 (configuration not stated)
→ 1 | -6 | x | 0 | x | -5 | -6
- O=C(Nc1nc(-c2ccco2)c(-c2ccco2)s1)c1c(F)cccc1Cl
→ -1 | 0 | -3 | -1 | 0 | 4 | -3
- CCNC1(C#N)CCN(Cc2ccccc2)CC1
→ -4 | -8 | 2 | -1 | -9 | -4 | 5
- CO[C@@H]1CN(C)C(=O)c2cc(NC(=O)c3ccccc3F)ccc2OC[C@H](C)N(C(C)=O)C[C@@H]1C
→ x | -4 | 8 | -3 | 3 | 0 | 2
- Cc1ccc(C(c2nnnn2Cc2ccccc2)N2CCN(Cc3ccccc3)CC2)cc1 (configuration not stated)
→ 3 | -17 | x | -1 | x | 4 | -10
- CCN(C(=O)CSc1nnnn1-c1ccccc1)C1CCS(=O)(=O)C1 (configuration not stated)
→ 1 | x | -3 | x | 3 | 2 | x
- CN(C)CCCNC(=O)C[C@H]1C=C[C@H](NC(=O)Cc2cccnc2)[C@H](CO)O1
→ -6[16.7 µM] | -3 | 4 | 1 | -1 | -8 | 0

Other compounds follow:
The line under a structure holds: miR122 inh | esBAF inh | SIRT5 inh | Cneo AK release | ERp5 inh | ARNT-TACC3 inh | C2C12 statin
- Cc1ccc(S(=O)(=O)c2cn(C)c3cc(N4CCN(C)CC4)c(F)cc3c2=O)cc1
→ -5 | -2 | -4 | 7 | 2 | -3 | 42
- CC(C)Cc1nnc(NC(=O)CCC(=O)NC2CCCCCC2)s1
→ -1 | 4 | -3 | 8 | -12 | -9 | 1
- C=C(C)COc1ccc(-c2ncnc(C(F)(F)F)c2-c2ccccc2)c(O)c1
→ 20 | -1 | -4 | -1 | -1 | 8 | -1
- COc1cccc(N2CCN(C(=O)CN(C)S(=O)(=O)c3ccc4c(c3)c(=O)n(C)c(=O)n4C)CC2)c1
→ x | x | 2 | x | -2 | 4 | x
- Brc1ccc(/C=N/c2nc3ccccc3n2CCN2CCOCC2)cc1
→ -7 | x | x | 8 | x | 2 | x
- Cc1c(Cl)cccc1NC(=S)NCc1ccccc1
→ 53 | x | 0 | 41 | 0 | x | x
- Cc1cc(O)c(C(C)C)cc1N=Cc1ccccc1[N+](=O)[O-]
→ 8 | 2 | x | 1 | -5 | 3 | 5

Record cards, as listed above. Screens in order: miR122 inh, esBAF inh, SIRT5 inh, Cneo AK release, ERp5 inh, ARNT-TACC3 inh, C2C12 statin
`COc1cccc(N2CCN(C(=O)CN(C)S(=O)(=O)c3ccc4c(c3)c(=O)n(C)c(=O)n4C)CC2)c1` across the screens: x, x, 2, x, -2, 4, x
`Brc1ccc(/C=N/c2nc3ccccc3n2CCN2CCOCC2)cc1` across the screens: -7, x, x, 8, x, 2, x
`Cc1c(Cl)cccc1NC(=S)NCc1ccccc1` across the screens: 53, x, 0, 41, 0, x, x
